PDI turbidity – inhibitors of human PDI, primary screen, biochemical, turbidity, single point, plate reader | Protein disulfide-isomerase (Homo sapiens), P07237 | hit rate 0.052% among 350,000 | AID 588391, 2011 | inhibition, % at 10 µM | PDI insulin aggregation turbidity, A650, 90 min;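 active = mean inhibition across replicates of 30% or more, whatever share of single replicates reach that level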;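 also: absorbance from insulin aggregation driven by PDI reduction with DTT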
iPSC survival up – enhancers of single-cell hiPSC survival, primary screen, ATPlite luminescence. 100% = ROCK inhibitor wells, 0% = DMSO. survival enhancement, % at 20 µM. hit rate 0.044% among 360,000; in the data active = survival enhancement above about 18%;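 also: cells exposed to compounds for 16 hours before the ATP read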
CaV13 FRET inh – Primary screen for inhibitors of IQ motif and Ca2+-dependent inactivation inhibitor domain binding in CACNA1D, Förster resonance energy transfer in living cells, …; HEK cells, CFP/YFP FRET ICDI-IQ, plate reader, 10 min; percent FRET-ratio fall versus neutral wells; inhibition, % at 12.3 µM; hit rate 0.098% among 340,000; AID 743397;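 active = mean replicate inhibition of at least 30% and at least 1% of replicates passing that level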;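 also: 0% = median of the neutral control wells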
H9c2 protect – cardioprotection against H2O2-induced cell death, primary screen, uHTS, H9c2 cells, ATPLite luminescence. H9c2 cardiomyocytes, H2O2 injury protection, 2 h. protection from H2O2 cell death, % at 20 µM. hit rate 0.63% among 360,000;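 active = compounds giving at least 50% protection of heart cells from peroxide-induced death in the single-dose screen, raw or plate-pattern-corrected value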;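 also: 0% = DMSO wells with peroxide and 100% = DMSO wells without peroxide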
aDG glyco act – activators of alpha-DG glycosylation, primary screen, uHTS, Pro5-aDG cells, AlphaScreen | alpha-DG glycosylation AlphaScreen (IIH6); 0% Pro5, 100% B10-LARGE cell signal | activation, % at 10 µM | hit rate 0.22% among 360,000;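 active = activation of at least 8% versus controls, or a plate z-score of at least 8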;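 also: Pro5 are CHO cells carrying HIG-tagged alpha-DG that lacks glycosylation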
N-glyco inh – increase of ERlucT glycosylation luciferase signal, primary screen, N-linked glycosylation inhibitor project, D54 ERlucT cells, luminescence, set 2; reporter increase, % at 12.5 µM; hit rate 0.23% among 360,000; AID 588692, 2011; D54 ERlucT glycosylation luciferase reporter, 24 h; percent of 100 nM tunicamycin response;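 active = mean luciferase reporter signal, scaled so untreated is 0 and the glycosylation-blocking control 100, at or above a set limit in every replicate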;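 also: luciferase carries N-glycosylation sites so blocking glycosylation raises the light; 0% = median of neutral control wells and 100% = median of 100 nM tunicamycin wells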
HTR2A ag – mouse Htr2a agonists via beta-arrestin recruitment, primary screen, cell-based, luminescence | activation, % at 7.6 µM | CHO-K1 mHTR2A beta-arrestin complementation; percent of 30 µM serotonin response | AID 624169, 2012 | hit rate 0.66% among 360,000;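 active = activation above a run cutoff, the mean activation of all tested compounds plus 3 SD, cut at about 14% in these data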;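 also: 0% = plate median of compound wells and 100% = 30 µM serotonin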
Granule exo inh – LAMP-1 surface exposure blockers, TALL-104 cells – cell-based, flow cytometry, MLPCN library, primary screen | hit rate 0.66% among 360,000 | TALL-104 LAMP-1 surface exposure; cells stimulated with thapsigargin and PMA | inhibition, % at 10 µM | AID 651702, 2012;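 active = inhibition above about 55%, limit read from the data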
ABCB6 inh 2 – ABCB6 transporter inhibitors, primary screen, K562-ABCB6 cells, flow cytometry, MLPCN library | ATP-binding cassette sub-family B member 6 (Homo sapiens), Q9NP58 | K562-ABCB6 porphyrin accumulation, 1 h; stronger effect = lower value | fluorescence ratio to DMSO, % at 10 µM | hit rate 0.19% among 360,000 | AID 602162, 2011;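 active = fluorescence ratio to DMSO below 75%, the collection mean minus 3 SD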;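 also: signal is porphyrin accumulated inside mitochondria; 100% equals median channel fluorescence of DMSO control wells; lower ratio means ABCB6 inhibition with less porphyrin fluorescence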
Target sequence (Q9NP58 whole entry, looked up): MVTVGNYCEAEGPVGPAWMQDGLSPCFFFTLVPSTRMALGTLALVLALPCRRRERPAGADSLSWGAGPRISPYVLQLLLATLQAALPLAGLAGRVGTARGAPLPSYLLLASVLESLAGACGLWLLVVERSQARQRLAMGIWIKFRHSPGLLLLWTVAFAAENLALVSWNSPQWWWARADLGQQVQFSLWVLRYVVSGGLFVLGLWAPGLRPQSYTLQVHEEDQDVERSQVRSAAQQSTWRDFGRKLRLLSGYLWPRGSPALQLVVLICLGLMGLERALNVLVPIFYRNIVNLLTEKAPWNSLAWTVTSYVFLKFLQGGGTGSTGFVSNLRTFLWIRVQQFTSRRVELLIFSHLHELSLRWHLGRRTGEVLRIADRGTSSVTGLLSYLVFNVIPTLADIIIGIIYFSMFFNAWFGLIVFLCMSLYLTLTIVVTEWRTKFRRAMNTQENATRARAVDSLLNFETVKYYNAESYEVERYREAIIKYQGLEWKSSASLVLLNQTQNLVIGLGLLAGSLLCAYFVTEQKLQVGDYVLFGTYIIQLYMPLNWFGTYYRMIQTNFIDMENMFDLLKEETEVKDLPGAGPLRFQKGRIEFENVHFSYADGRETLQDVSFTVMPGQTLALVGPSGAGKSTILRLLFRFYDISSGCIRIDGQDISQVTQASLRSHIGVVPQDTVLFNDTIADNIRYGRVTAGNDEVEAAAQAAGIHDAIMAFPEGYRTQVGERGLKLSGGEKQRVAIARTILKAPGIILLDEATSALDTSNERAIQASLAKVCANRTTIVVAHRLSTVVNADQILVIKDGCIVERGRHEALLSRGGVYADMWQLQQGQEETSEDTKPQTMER
Vif imaging – HIV Vif self-association inhibitors, primary screen, imaging, HEK293T, single point. HEK293T cells, Vif self-association by quenched fluorescence, 24 h. inhibition, % at 7.49 µM. hit rate 0.35% among 340,000; in the data active = inhibition above about 50%, passing the limit was not always enough; also: some results filed as inactive read as strong as hits
Numbers without * were called inactive; nt = no result given.

Every second line gives: H9c2 protect	CaV13 FRET inh	ABCB6 inh 2	PDI turbidity	Granule exo inh	Vif imaging	N-glyco inh	iPSC survival up	HTR2A ag	aDG glyco act
- Cc1ccc(S(=O)(=O)N2CCN(C(=O)CSc3ncn[nH]3)CC2)c(C)c1
    -3	-5	91	5	1	-5	-2	-0.5	10	0.1
- CCC(C)NC(=O)c1cc2c(=O)n3ccccc3nc2s1 (centres undefined)
    2	-19	95	0	-15	3	1	-0.2	-1	0.0
- Cc1ccc(C(=O)NC(NCc2ccccc2)C(Cl)(Cl)Cl)cc1 (centres undefined)
    0	-4	100	2	-5	10	2	-1.0	-1	0.0
- CCc1nccn1C(=O)c1cnn2c(C(F)F)cc(-c3ccc(C)cc3)nc12
    17	-4	97	1	89*	1	8	-2.3	4	-0.4
- COc1ccc(S(=O)(=O)N2CCN(C(=O)c3ccc(COc4ccccc4)o3)CC2)cc1
    -4	-5	94	-8	-2	-12	-6	-0.7	-2	-0.2
- O=C(COC(=O)C1CCN(C(=O)c2ccc(Cl)cc2)CC1)c1ccco1
    -3	-5	180	3	-1	1	1	-1.4	-4	-0.1
- COCCn1c(SCc2nnc(-c3ccccc3)o2)nc2sc3c(c2c1=O)CCC3
    -3	-4	92	-6	4	5	0	0.1	0	-0.1
- O=C1OCc2nc3cc4c(cc3c(-c3ccc(F)cc3)c21)OCO4
    1	-5	101	-10	-29	-6	0	-0.1	6	0.0
- CC(=O)c1ccccc1OC(=O)COc1ccc([N+](=O)[O-])cc1
    12	-8	99	1	6	0	2	-0.1	0	-0.1
- Cc1noc(C)c1NC(=O)N(C)C[C@H]1Oc2ccc(NC(=O)Nc3ccc(C(F)(F)F)cc3)cc2C(=O)N([C@H](C)CO)C[C@@H]1C
    14	-3	97	-1	-8	12	4	6.0	6	-0.1
- O=C1NC(=O)C2(CCCc3ccccc32)N1 (centres undefined)
    6	-13	98	-1	-4	20	0	0.0	-2	0.2
- CC1CCCCC1NC(=O)C1CCN(S(=O)(=O)c2ccc3c(c2)CCC(=O)N3)CC1 (centres undefined)
    6	12	99	-1	7	12	-2	-2.0	-3	-0.2
- CCCNC(=O)NC(=O)CN1C(=O)NC(C)(c2ccc(C)cc2)C1=O (centres undefined)
    9	-4	103	6	1	13	-1	-0.3	2	-0.3
- O=C1C=C(c2cc(C(F)(F)F)cc(C(F)(F)F)c2)C[C@@H](c2ccc3c(c2)OCO3)C1
    -5	-4	94	3	-5	27	-6	-2.1	-3	-0.3
- O=C1N/C(=N\N=C\c2ccco2)SC1Cc1ccc(F)cc1 (centres undefined)
    -4	-3	99	5	2	-3	4	0.6	3	-0.2

Next compounds:
Every second line gives: H9c2 protect	CaV13 FRET inh	ABCB6 inh 2	PDI turbidity	Granule exo inh	Vif imaging	N-glyco inh	iPSC survival up	HTR2A ag	aDG glyco act
- COc1ccccc1NC(=O)C(C)N(C)CCOc1ccccc1 (centres undefined)
    0	-2	96	7	35	1	0	1.0	-8	0.4
- Cc1ccc(-c2nn3c(C)nnc3c3ccccc23)cc1S(=O)(=O)N1CCN(CCO)CC1
    6	-6	97	12	0	-4	20	2.9	6	0.0
- CCOc1ccc(S(=O)(=O)Nc2cccc(C(=O)NCC(c3ccco3)N3CCCC3)c2)cc1 (centres undefined)
    -1	-5	98	-3	9	-8	2	-0.2	-6	0.1
- COc1cc(C(=O)Nc2ccc(S(=O)(=O)N3CCc4ccccc43)cc2)cc(OC)c1OC
    10	-5	102	-3	0	0	-2	-0.6	-5	-0.5
- CC(=O)c1c(C(C)=O)c(C)n(-c2ccc(C(=O)O)cc2)c1C
    12	nt	92	5	-1	nt	-1	-1.2	-2	0.1
- O=C(NCCN1CCN(C(=O)c2cccc(OC(F)F)c2)CC1)c1cccc(OC(F)F)c1
    3	-7	98	6	-29	11	1	-1.8	2	0.1
- Cc1ccc(C(=O)N(C)Cc2nc3ccccc3c(=O)[nH]2)cc1NC(=O)c1ccco1
    19	-5	100	-86	5	6	3	-1.5	1	-0.2
- COc1ccc(O)c(C(=O)c2cnc3c(c2)c(C)nn3C)c1
    0	-4	91	-74	5	14	2	-0.7	3	0.1
- Cc1ccnc(NC(=O)C2CCN(S(=O)(=O)c3ccc4ccccc4c3)CC2)c1
    -8	-5	98	-2	-2	-3	7	0.2	2	-0.1
- CCC1CCCCN1Cc1ccc(OC)c(OC)c1 (centres undefined)
    12	-7	100	-3	1	-6	2	0.4	-1	-0.1
- CCOc1ccc(C(=O)NCC(=O)NCCOc2ccc(C)cc2)cc1
    -2	nt	93	-3	6	4	-1	0.0	-7	0.1
- CCCc1cc(=O)[nH]c(SCC(=O)NCC2COc3ccccc3O2)n1 (centres undefined)
    6	-5	93	-4	1	-4	1	-0.2	12	0.0
- NC(=O)C1CC(=O)N(CCc2ccc(F)cc2)C1 (centres undefined)
    3	-20	98	-10	-3	-1	0	0.0	-5	0.0
- COC(=O)[C@H](C)NC(=O)Nc1cc(Cl)ccc1C
    -3	-8	106	4	-1	23	0	-2.7	1	-0.1
- Cc1ccc(SCCc2ccc(C)nc2)cc1
    -5	-2	100	10	0	-11	1	4.7	-4	-0.1

The list continues:
Every second line gives: H9c2 protect	CaV13 FRET inh	ABCB6 inh 2	PDI turbidity	Granule exo inh	Vif imaging	N-glyco inh	iPSC survival up	HTR2A ag	aDG glyco act
- CCn1c(SCC(=O)Nc2nc3ccc(C)cc3s2)nc2c(c1=O)SC(C)C2 (centres undefined)
    -32	nt	77	-1	1	-14	1	-1.5	5	3.1
- CCc1ccc(OCc2nc(-c3ccccn3)no2)c(Br)c1
    -18	-9	92	-1	1	8	-20	-2.4	-2	0.1
- COc1ccccc1N1CCN(S(=O)(=O)CCNC(=O)Cc2ccc(F)cc2)CC1
    -2	-14	98	1	-8	-8	3	-0.5	-5	-0.1
- COCCN1CCN(C(=O)c2cc(COc3ccc(Cl)cc3OC)on2)CC1
    0	-3	101	2	-2	-6	1	-0.3	6	-0.2
- O=C(CN1C(=O)C2CC=CCC2C1=O)NCc1cccs1 (centres undefined)
    -3	-6	106	5	0	4	2	2.2	-3	0.1
- O=C(CN(C(=O)c1ccccc1)C(=O)c1ccccc1)OCc1ccccc1
    -2	-6	92	8	1	77*	0	-1.2	-4	0.1
- COc1ccc(CN2CCC[C@]3(N[C@H](c4ccc(C)cc4)[C@@H]4C(=O)N(C)C(=O)[C@@H]43)C2=O)cc1
    -4	-3	100	4	-2	-3	3	-0.6	-1	0.5
- COc1cc2cc(CCCOC(=O)c3ccc(Br)cc3)oc(=O)c2cc1OC
    0	-11	97	-3	2	nt	0	2.0	-6	-0.2
- NC(=O)c1nsc(C(=O)N(Cc2ccco2)C(C(=O)NCC2CCCO2)c2ccc(F)cc2)c1N (centres undefined)
    16	-4	95	13	-11	5	-3	0.3	-5	-0.1
- CC1CCCN(C(=O)CCCC(=O)N2CCCC(C)C2)C1 (centres undefined)
    5	nt	103	-5	1	-8	0	-0.3	5	-0.1
- c1ccc2c(c1)Cn1c-2nc2ccccc21
    -18	nt	95	10	-2	nt	-7	-3.1	-3	0.3
- CN(C)CCNS(=O)(=O)c1ccc(Cl)cc1
    -4	-3	89	-3	6	9	3	-3.3	-3	0.0
- CC1CN(CCC(=O)Nc2ccccc2F)CC(C)O1 (centres undefined)
    4	-22	102	15	-5	-18	0	-0.7	-4	0.0
- Cc1cc(NS(=O)(=O)c2ccc(NC(=O)c3cnc4sccn4c3=O)cc2)nc(C)n1
    7	-7	103	nt	7	0	-1	-0.2	-2	0.2
- CC1CCCCN1CC(=O)Nc1sc2c(c1C#N)CCC2 (centres undefined)
    6	-4	96	6	4	-1	-1	-2.9	2	-0.5

Entries of single compounds, looked up by structure. Order of values: H9c2 protect	CaV13 FRET inh	ABCB6 inh 2	PDI turbidity	Granule exo inh	Vif imaging	N-glyco inh	iPSC survival up	HTR2A ag	aDG glyco act
`NC(=O)c1nsc(C(=O)N(Cc2ccco2)C(C(=O)NCC2CCCO2)c2ccc(F)cc2)c1N` (centres undefined) in the list: 16	-4	95	13	-11	5	-3	0.3	-5	-0.1
`CN(C)CCNS(=O)(=O)c1ccc(Cl)cc1` in the list: -4	-3	89	-3	6	9	3	-3.3	-3	0.0
`CC1CCCN(C(=O)CCCC(=O)N2CCCC(C)C2)C1` (centres undefined) in the list: 5	nt	103	-5	1	-8	0	-0.3	5	-0.1

(further entries)
Every second line gives: H9c2 protect	CaV13 FRET inh	ABCB6 inh 2	PDI turbidity	Granule exo inh	Vif imaging	N-glyco inh	iPSC survival up	HTR2A ag	aDG glyco act
- CCc1nc2ccc(C(=O)N3CCCC(C(N)=O)C3)cn2c1N(CCC(C)C)CCN(C)C (centres undefined)
    8	-11	92	0	1	-10	2	0.5	2	0.1
- COC(=O)[C@]12CCCCC=C1N(Cc1ccco1)C(=O)[C@H](CC(=O)NCc1cccc(C(F)(F)F)c1)C2
    nt	-5	97	nt	4	nt	nt	-0.9	0	0.1
- CCc1noc(C)c1C(=O)N1CC(C)OC(C)C1 (centres undefined)
    2	nt	103	3	-5	-4	3	-4.0	-1	0.7
- CC(C)CCC1(C)NC(=O)N(CC(=O)Nc2ccc3c(c2)OCCO3)C1=O (centres undefined)
    3	-2	102	-4	-3	-1	2	-0.4	-2	-0.2
- N#C/C(=C/c1ccc(-c2cccc([N+](=O)[O-])c2)o1)C(=O)Nc1nc(-c2cccs2)cs1
    41	-4	106	15	-2	0	-1	-1.2	5	0.4
- CCOC(=O)N1CCC(NC(=O)CSCc2cnn(-c3ccccc3)c2-n2cccc2)CC1
    39	-5	101	19	2	5	-1	9.9	-1	-0.1
- CN(C)C(=O)NC(Nc1ccc(Cl)cc1Cl)C(Cl)(Cl)Cl (centres undefined)
    4	nt	99	6	-5	nt	-2	-0.3	-4	0.1

Assay outcomes (PubChem)
